MBD2 DNA inh – inhibitors of MBD2 binding to methylated DNA, primary screen, biochemical, TR-FRET, DNA-binding domain, human. 0.31% of 370,000 active. AID 686964, 2013. MBD2 binding to methylated oligonucleotide. inhibition, % at 4.4 µM. Methyl-CpG-binding domain protein 2 (Homo sapiens), Q9UBB5; in the data active = inhibition above about 13%
TCR CD3 inh – inhibitors of human TCR-CD3 interaction, primary screen, biochemical, fluorescence, TAMRA-labeled TCR probe; T-cell receptor (TCR); inhibition, % at 9.4 µM; 0.37% of 360,000 active; in the data active = inhibition above about 19%;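 note: recombinant mutant TCR 2C K166C tagged with TAMRA read by polarization; 0% = receptor in buffer alone and 100% = receptor with positive control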
GC-B act – human GC-B receptor activators, primary screen, HEK293 GC-B cells, cGMP TR-FRET, EC30 CNP | activation, % at 10 µM | 0.11% of 370,000 active | AID 1920062, 2024 | 0% at EC30 CNP, 100% saturating CNP;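 active = activation at 10 µM reaching about 35% in either raw or pattern-adjusted values, limit read from the data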
rCAG RNA binder – binders of r(CAG) RNA repeats, primary screen, biochemical, fluorescence; inhibition, % at 3 µM; r(CAG) RNA repeat, TO-PRO-1 dye displacement fluorescence; 1.3% of 370,000 active;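 active = inhibition above the plate cutoff, the mean of all test compounds on that plate plus 3 SD, cut at about 35% in these data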;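 note: 0% = DMSO alone and 100% = 100 µM mitoxantrone as full dye displacement; higher means more dye released from RNA so lower well fluorescence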
mABHD4 FP – ABHD4 inhibitors, primary screen, biochemical, fluorescence polarization, mouse; 0.54% of 370,000 active; inhibition, % at 8.92 µM; purified mABHD4, FP-Rh probe fluorescence polarization; AID 720543, 2013; (Lyso)-N-acylphosphatidylethanolamine lipase (Mus musculus), Q8VD66;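 active = inhibition exceeding the mean over every tested compound plus 3 SD, cut at about 30% in these data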;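 note: 0% = plate median of compound wells and 100% = S159A mutant with DMSO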
Target sequence (Q8VD66 whole entry, looked up): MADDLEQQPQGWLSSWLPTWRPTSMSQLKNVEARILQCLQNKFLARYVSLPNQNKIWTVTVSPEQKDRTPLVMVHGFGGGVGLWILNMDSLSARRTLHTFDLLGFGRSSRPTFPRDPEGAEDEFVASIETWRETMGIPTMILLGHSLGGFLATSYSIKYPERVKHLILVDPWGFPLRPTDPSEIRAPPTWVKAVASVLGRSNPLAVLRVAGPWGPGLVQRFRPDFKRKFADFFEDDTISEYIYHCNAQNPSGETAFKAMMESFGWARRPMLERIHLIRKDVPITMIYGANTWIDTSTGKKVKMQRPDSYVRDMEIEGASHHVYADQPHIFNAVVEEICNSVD
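Test system: mABHD4 protein | Buffer or medium: HEPES pH 7.0 buffer, 150 mM NaCl, 0.01% Pluronic F-127 | Probe or stimulus: FP-Rh fluorescent activity-based probe, added after compound pre-incubation | Timing: Pre-incubation 45 min, probe exposure 60 min, at 25 °C | Technique: Fluorescence polarization, excitation 525 nm, emission 598 nm, BODIPY TMR filters | Repeats: Single well per compound (singlicate)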
UHRF1 MBD2 ctr – UHRF1 methylated DNA binding inhibitors, primary screen, counter-screen for MBD2 inhibitor project, biochemical, TR-FRET, human UHRF1, single concentration | E3 ubiquitin-protein ligase UHRF1 (Homo sapiens), Q96T88 | AID 687016, 2013 | inhibition, % at 4.4 µM | UHRF1 binding to methylated oligo | 0.75% of 370,000 active; in the data active = inhibition above about 21%;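 note: UHRF1 SRA domain binding a hemimethylated CpG hairpin DNA probe; 0% = median of test compound wells and 100% = reference inhibitor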
HTRA1 inh – HTRA1 serine protease inhibitors, primary screen, biochemical, fluorescence polarization, HTS. 0.5% of 340,000 active. Q92743. recombinant HTRA1, FP-rhodamine activity-based probe. AID 504803, 2011. inhibition, % at 5.96 µM; in the data active = inhibition above about 36%;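 note: 0% = enzyme with DMSO and 100% = wells lacking enzyme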
GC-A act – GC-A stimulated cGMP production enhancers – HEK293 GC-A cells, cGMP TR-FRET, EC30 ANP, primary screen; 0% at EC30 ANP, 100% saturating ANP; activation, % at 10 µM; 0.14% of 370,000 active; in the data active = activation above about 40%
PRMT1 FP inh – PRMT1 methyltransferase inhibitors, primary screen, biochemical, fluorescence polarization; inhibition, % at 2.79 µM; AID 652257, 2013; recombinant PRMT1, activity-based probe fluorescence polarization; Protein arginine N-methyltransferase 1 (Homo sapiens), Q99873; 1.3% of 370,000 active;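 active = inhibition above about 21% made by adding two undisclosed values, limit read from the data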
SIAE inh – human SIAE inhibitors, primary screen, biochemical, fluorescence polarization, FP-Rh probe, 1536-well HTS | Sialate O-acetylesterase (Homo sapiens), Q9HAT2 | SIAE FP-Rh probe binding | inhibition, % at 9.66 µM | 0.69% of 370,000 active | AID 1053197, 2014;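 active = inhibition above a cutoff: mean of compounds within the control limits plus 3 SD of those, cut at about 17% in these data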;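 note: 0% = plate median of compound wells and 100% = probe without SIAE protein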
Target sequence (Q9HAT2 whole entry, looked up): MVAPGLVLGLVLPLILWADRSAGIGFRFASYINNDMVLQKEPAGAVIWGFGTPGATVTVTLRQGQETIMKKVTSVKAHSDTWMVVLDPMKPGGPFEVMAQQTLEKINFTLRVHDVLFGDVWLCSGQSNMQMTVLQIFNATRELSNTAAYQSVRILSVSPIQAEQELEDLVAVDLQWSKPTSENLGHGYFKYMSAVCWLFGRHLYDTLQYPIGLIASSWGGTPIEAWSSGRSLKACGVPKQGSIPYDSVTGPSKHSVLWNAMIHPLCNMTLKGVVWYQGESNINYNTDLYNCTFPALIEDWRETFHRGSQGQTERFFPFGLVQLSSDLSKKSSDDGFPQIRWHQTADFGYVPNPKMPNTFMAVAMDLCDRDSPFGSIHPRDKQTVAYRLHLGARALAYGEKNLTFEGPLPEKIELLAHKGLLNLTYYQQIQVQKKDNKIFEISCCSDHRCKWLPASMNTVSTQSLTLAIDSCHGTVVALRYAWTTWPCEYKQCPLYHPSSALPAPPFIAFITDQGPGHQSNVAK
Active calls of the source: *; . = not tested or not shown.

SMILES | MBD2 DNA inh | TCR CD3 inh | GC-B act | rCAG RNA binder | mABHD4 FP | UHRF1 MBD2 ctr | HTRA1 inh | GC-A act | PRMT1 FP inh | SIAE inh
O=C(Nc1ccc2c(c1)OCCO2)c1cccc(S(=O)(=O)N2CCOCC2)c1 | 1 | -1 | 2 | 4 | 3 | 8 | -2 | 4 | -3 | 4
Cc1ccc(NC(=O)O/N=C/c2cccc([N+](=O)[O-])c2)cc1 | 4 | 8 | 5 | -1 | -1 | 0 | 2 | -2 | -2 | 3
CC(NC(=O)c1cc(-c2ccc(Br)cc2)on1)c1ccccc1 (stereo unspecified) | -3 | 2 | 5 | 4 | 1 | 1 | 0 | 4 | 1 | 2
Cc1c(NS(=O)(=O)c2ccc(Br)cc2)c(=O)n(-c2ccccc2)n1C | -3 | 1 | -3 | -3 | 5 | 2 | -4 | -3 | 3 | 5
CCOc1cc(NC(=S)NCc2ccccc2)c(OCC)cc1NC(=O)C(C)C | 3 | 0 | -1 | -9 | -5 | 2 | -158 | -2 | 5 | -4
O=C(CN1C(=O)NC2(CCCC2)C1=O)NNC(=O)c1ccc(Cl)cc1 | 4 | -12 | 2 | 0 | 5 | -1 | 7 | 4 | 2 | -1
Cc1ccc(-c2nc(CS(=O)CC(=O)NC3CCCC3)c(C)o2)cc1 (stereo unspecified) | 3 | -3 | -1 | -1 | 2 | -1 | -6 | 5 | 0 | 3
COc1ccc(C(=O)/C=C/C(=O)N(Cc2ccccc2)C(C(=O)NC2CCCCC2)c2ccncc2)c(O)c1 (stereo unspecified) | -2 | 2 | -5 | -2 | -1 | 2 | -37 | 3 | -1 | -5
O=C(CSc1nc2ccccc2s1)Nc1ncccn1 | -1 | -1 | -5 | 4 | -5 | 1 | 4 | -1 | 3 | 4
O=c1cc(-c2ccccc2)cc(-c2ccccc2)n1O | -3 | -1 | 4 | 3 | 17 | -3 | -3 | 3 | -2 | 0
COCCn1c(C)c(C(=O)O)sc1=S | -2 | 4 | 3 | 3 | 9 | -3 | 4 | 0 | -3 | 3
CC(=O)OCCCNc1cc(SCc2ccco2)c2nonc2c1[N+](=O)[O-] | 14* | 13 | -1 | 60* | 49* | 59* | 8 | 2 | 54* | 13
O=C(N/C(=C/c1ccc(Cl)cc1)c1nc2ccccc2[nH]1)c1ccco1 | 1 | 6 | -1 | 1 | -2 | -4 | -4 | -2 | -2 | 7
COc1ccc(Cc2nc(C(=O)Nc3ccc(OC)cc3)cs2)cc1 | 8 | -4 | 0 | 2 | -6 | 3 | -12 | 3 | -1 | -3
Cc1ccc(NS(=O)(=O)c2cc3c4c(c2)CC(=O)N4CCC3)cc1C | 9 | -1 | -1 | 13 | -12 | 3 | -15 | -9 | 6 | -5
CCOc1ccc(CN2CCN(Cc3ccon3)CC2CCO)cc1 (stereo unspecified) | -3 | 4 | 4 | -2 | 0 | 1 | 3 | 1 | -3 | 9
COC(=O)C(Cc1ccccc1)NC(=O)CNS(=O)(=O)c1ccc(Br)cc1 (stereo unspecified) | 3 | -7 | -3 | 5 | 1 | 3 | 11 | 3 | 1 | 2
CC(C)(C)C(=O)Nc1ccc(NC(=O)c2ccco2)nc1 | -1 | -6 | 5 | 2 | 6 | 1 | 3 | -1 | 4 | 0
O=C(Nc1c(-c2cccs2)nc2ccccn12)c1ccccc1F | 0 | 5 | -3 | 0 | -2 | 1 | 2 | 1 | -6 | 0
COc1ccc([C@H](C#Cc2ccccc2)CC(=O)O)cc1OC1CCCC1 | -2 | . | 4 | 20 | 5 | 2 | . | 2 | 0 | 9

Copied from the list:
CC(=O)OCCCNc1cc(SCc2ccco2)c2nonc2c1[N+](=O)[O-] in SIAE inh is listed with 13
CC(NC(=O)c1cc(-c2ccc(Br)cc2)on1)c1ccccc1 (stereo unspecified) in rCAG RNA binder is listed with 4
Cc1c(NS(=O)(=O)c2ccc(Br)cc2)c(=O)n(-c2ccccc2)n1C in GC-B act is listed with -3

The list goes on.
SMILES | MBD2 DNA inh | TCR CD3 inh | GC-B act | rCAG RNA binder | mABHD4 FP | UHRF1 MBD2 ctr | HTRA1 inh | GC-A act | PRMT1 FP inh | SIAE inh
COCc1c(C(=O)NCCOc2ccc(Cl)cc2)oc2ccccc12 | -2 | 6 | 2 | 3 | -7 | 0 | -25 | -3 | 2 | -6
O=C(COc1c(CO)cc(Br)cc1CO)NC1CCCc2ccccc21 (stereo unspecified) | 1 | -1 | -4 | -2 | -4 | 2 | -10 | 2 | -2 | -7
O=[N+]([O-])c1ccc(S(=O)(=O)N/N=C/c2cccs2)cc1 | 3 | 9 | -2 | 4 | 5 | -4 | 0 | 2 | 2 | 1
CC1(C)OC(=O)N(CCc2ccccc2)C1(C)O (stereo unspecified) | -2 | 10 | -3 | 2 | -1 | 2 | 2 | 2 | -3 | -2
Cc1ccccc1C=Nc1ccccc1C(N)=O | -4 | -5 | 0 | 2 | 2 | 2 | -4 | 0 | -2 | 3
CC(NC(=O)c1c(N)[nH]c(C(=O)c2ccc(Cl)cc2)c1-c1ccc(Br)cc1)c1cccc2ccccc12 (stereo unspecified) | 2 | 7 | 7 | 8 | -5 | 0 | . | -5 | -4 | -7
Cc1cc(S(=O)(=O)N2CCCCC2)c(C)s1 | 0 | 10 | 2 | -1 | -6 | 13 | 0 | 0 | -4 | 1
CC(C)(C)N1CC(C(=O)Nc2ccc(C#N)cc2)CC1=O (stereo unspecified) | 2 | -3 | 0 | -3 | 5 | 1 | 5 | 3 | 0 | -5
COC(=O)C1=C(C)N(C)C(=NCc2ccc(OC)cc2)NC1c1cccc(F)c1 (stereo unspecified) | 1 | 16 | 2 | 10 | 9 | 0 | . | 0 | -3 | 4
O=C(c1ccc(S(=O)(=O)N2CCOCC2)cc1)N1CCN(c2ccccc2F)CC1 | -6 | -4 | 9 | 1 | 5 | 2 | 3 | 1 | 2 | -3
NC(=O)c1ccccc1NC(=S)NC(=O)c1ccc(Br)o1 | 3 | -1 | -3 | 3 | 1 | -3 | 5 | -3 | 5 | 1
COc1ccc(-c2nnc(SCC(=O)NCC3CCCO3)o2)cc1 (stereo unspecified) | 2 | 3 | -4 | -5 | -7 | 6 | 3 | 1 | 8 | -4
O=C(Nc1ncccc1O)c1ccc(OCC2CCCO2)cc1 (stereo unspecified) | -9 | 6 | 2 | 0 | 4 | -10 | 2 | 3 | -2 | 7
CC1CCCC(n2c(=S)[nH]c3ccccc3c2=O)C1C (stereo unspecified) | -2 | 0 | -1 | 2 | -4 | 2 | -24 | -3 | 4 | -5
CN(Cc1ccccc1)C(=O)[C@@H]1CCCN1S(=O)(=O)c1ccc(Cl)cc1 | 3 | 1 | -10 | 0 | -6 | 2 | 3 | 0 | -5 | -4
Cc1cc(C)cc(OCC(=O)N/N=C/c2ccc([N+](=O)[O-])o2)c1 | -1 | 6 | -6 | 0 | 3 | -1 | -7 | -2 | 3 | 1
CC1=CC(=O)C=CC1(C)C(Cl)Cl (stereo unspecified) | 3 | 5 | 3 | 0 | -1 | -2 | 8 | 0 | 0 | -6
Cc1ccc(C(C)C)cc1NC(=O)Nc1ccc([N+](=O)[O-])cc1 | -1 | 4 | -4 | 16 | -16 | 0 | -47 | 3 | 1 | -55
Nc1nc2ccccc2[nH]1 | 0 | 3 | 3 | -1 | 4 | 1 | 2 | 1 | 2 | -3
COc1ccc(OC)c(C(=O)N2CCC(CCC(=O)NC3CC3)CC2)c1 | -2 | 14 | 7 | -2 | -5 | -2 | 4 | 2 | 0 | -5
C[C@H](NC(=O)c1nc[nH]c1C(=O)NCCCCCN)C(=O)OCc1ccccc1 | 7 | 1 | 7 | 0 | 5 | 2 | 5 | 3 | 0 | 2
CCOc1cc(S(=O)(=O)NC2CC(C)(C)NC(C)(C)C2)ccc1Cl | -1 | -5 | 0 | -2 | -1 | 3 | 0 | 0 | -5 | 6
Cc1cc(C)cc(OCC(=O)N/N=C/c2ccccn2)c1 | 0 | -6 | -1 | -3 | 3 | 0 | -16 | -6 | 5 | 3
CCCCCCCC[n+]1cccc(C(=O)N(CC)CC)c1 | 0 | 4 | 3 | 2 | -1 | -3 | 3 | 2 | -1 | -2
Cc1ccc(COC(=O)CCc2nc3ccccc3c(=O)[nH]2)cc1 | -1 | -9 | 6 | -1 | -13 | 1 | -2 | -1 | 2 | 4
c1ccc(-c2cc3c(N4CCCCC4)ncnc3s2)cc1 | 5 | 7 | -3 | 2 | -7 | 1 | -24 | 0 | 0 | -4
Cc1ccc(NS(=O)(=O)c2ccc(NC(=O)C(C)Sc3ccc(Cl)cc3)cc2)c(C)c1 (stereo unspecified) | 0 | 14 | 0 | 12 | -80 | -1 | -96 | -3 | 0 | -132
CCCNC(=S)NC1CCCC1 | -6 | 3 | 6 | 1 | 2 | -2 | 4 | -1 | 0 | 8
COc1ccccc1CNC(=O)CC(C)c1ccccc1 (stereo unspecified) | -3 | -8 | 0 | -5 | 3 | 1 | 6 | -4 | -3 | -3
COc1ccc(CCNC(=O)C2CCN(S(=O)(=O)c3cnc[nH]3)CC2)cc1OC | 4 | 1 | 4 | -2 | 7 | 1 | 0 | 1 | -2 | -1
COc1ccc(NC(=O)Nc2ccc(Br)cn2)cc1 | 0 | 1 | 2 | 1 | -3 | 8 | 2 | -2 | 1 | 5
COCCN(CCOC)Cc1c(C)[nH]c2ccccc2c1=O | -3 | -3 | -1 | 3 | 7 | 1 | 9 | 7 | 0 | -3
O=C(N/N=C/c1cc([N+](=O)[O-])ccc1O)c1cccc(NC(=O)c2cccc(Cl)c2)c1 | 0 | 4 | 1 | -1 | 4 | 2 | -2 | -4 | 2 | 12
Cc1ccc(-c2cc(C(=O)Nc3c(C)n(C)n(-c4ccccc4)c3=O)[nH]n2)c(O)c1C | -6 | 2 | -1 | 1 | -4 | -1 | 3 | 7 | 0 | 3
O=C1c2ccccc2C(Nc2ccc(S(=O)(=O)N3CCOCC3)cc2)N1c1ccccn1 (stereo unspecified) | 0 | -1 | -6 | 6 | 1 | 4 | -1 | 3 | 0 | -8
CCc1ccccc1NC(=O)CNC(=O)c1cc(C2CC2)nn1-c1ccccc1 | 0 | -10 | 1 | 0 | 1 | -1 | -4 | -1 | 2 | 3
COc1ccc(Sc2cnn(-c3ccccc3)c(=O)c2Cl)cc1 | 1 | 9 | -3 | 2 | -39 | 4 | 31 | -2 | -4 | -17
Cn1c(SCCOc2ccc(Cl)cc2)nnc1-c1ccncc1 | 0 | 7 | -4 | -7 | -1 | -1 | -5 | -2 | -2 | 0

Assay outcomes as filed in PubChem.

A portion of the library; rates above refer to the full screens.
